Assay outcomes deposited in PubChem BioAssay by National Center for Advancing Translational Sciences (NCATS).
D1 agonist: Allosteric Agonists of the Human D1 Dopamine Receptor: qHTS. D(1A) dopamine receptor (Homo sapiens), P21728. HEK293 T-REx D1 cells, calcium flux, agonist mode. activation, % at 2 µM. 360,000 tested, 1% active. AID 504660, 2011; further: 0% is about no effect
Target sequence (P21728 whole entry, looked up): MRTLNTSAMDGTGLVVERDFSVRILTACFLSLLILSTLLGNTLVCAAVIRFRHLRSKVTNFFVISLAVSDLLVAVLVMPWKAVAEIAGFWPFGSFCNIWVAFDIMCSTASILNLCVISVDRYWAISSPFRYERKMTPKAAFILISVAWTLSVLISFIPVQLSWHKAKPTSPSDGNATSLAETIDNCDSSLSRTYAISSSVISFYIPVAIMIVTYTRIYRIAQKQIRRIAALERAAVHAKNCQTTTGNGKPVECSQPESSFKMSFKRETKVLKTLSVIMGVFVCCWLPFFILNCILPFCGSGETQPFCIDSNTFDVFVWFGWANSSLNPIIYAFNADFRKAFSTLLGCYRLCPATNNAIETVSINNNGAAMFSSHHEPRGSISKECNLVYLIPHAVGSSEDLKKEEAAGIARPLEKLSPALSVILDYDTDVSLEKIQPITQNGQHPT
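Inducible HEK293 T-REx D1 cells, force-coupled to calcium signalling, were plated at 4000 cells/well with tetracycline and held overnight at 30 C. After no-wash calcium dye loading, compound-evoked calcium rise over 180 s flagged agonists.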
D1 potentiator: Potentiators of Human D1 Dopamine Receptor: qHTS; D(1A) dopamine receptor (Homo sapiens), P21728; HEK293 TREx D1 cells, calcium flux, dopamine EC20 potentiation; potentiation, % at 10 µM; 360,000 tested, 0.036% active; AID 504651, 2011; in the data active means potentiation above about 30%; further: 0% is about no effect
TRHR PAM: qHTS for Small Molecule Agonists and Allosteric Enhancers of Human TRH Receptor: Primary Screen for Enhancers; TRHR cells, fluo-8 calcium fluorescence, EC20 TRH enhancement; 360,000 tested, 0.66% active; Thyrotropin-releasing hormone receptor (Homo sapiens), P34981; enhancement, % at 2 µM; in the data active means enhancement above about 30%; further: 0% is about no effect
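TRHR-expressing cells loaded with fluo-8 calcium dye were read kinetically (ex 480/em 530) during compound addition, then stimulated with an EC20 of TRH (10 nM final). Enhancement of the Gq-mediated intracellular calcium response was scored.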
TRHR agonist: qHTS for Small Molecule Agonists and Allosteric Enhancers of Human TRH Receptor: Primary Screen for Agonists; 360,000 tested, 0.18% active; TRHR cells, calcium flux fluo-8, FDSS agonist mode; activation, % at 2 µM; Thyrotropin-releasing hormone receptor (Homo sapiens), P34981; further: 0% is about no effect
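In this calcium-flux screen, cells bearing human TRHR are dye-loaded with fluo-8, baselined for 10 cycles, then exposed to library compounds; positive kinetic calcium responses during the agonist phase mark hits, with TRH as control.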
D1 antag: Antagonist of Human D 1 Dopamine Receptor: qHTS; 360,000 tested, 3.2% active; D(1A) dopamine receptor (Homo sapiens), P21728; HEK293 TREx D1 cells, calcium flux, dopamine EC80; stronger effect = lower value; activity change, negative = inhibition, % at 10 µM; in the data active means activity change below about -30%; further: on the % scale 0 is the no-effect control and ±100 the full control effect
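Tetracycline-induced HEK293 T-REx cells with force-coupled D1 receptor were loaded with a no-wash calcium dye. Compound was added after a 10 s baseline and read kinetically for 180 s; EC80 dopamine was then added and calcium flux followed another 180 s.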
D2 potentiator: HTS Assay for Positive Allosteric Modulators of the Human D2 Dopamine Receptor: Primary Screen for Potentiators | HEK293 T-REx D2, calcium flux, EC20 dopamine potentiation | 340,000 tested, 0.34% active | potentiation, % at 10 µM | D(2) dopamine receptor (Homo sapiens), P14416;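 active means potentiation over 3 SD above the plate norm, cut at about 30% in these data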; further: 0% is about no effect
Target sequence (P14416 whole entry, looked up): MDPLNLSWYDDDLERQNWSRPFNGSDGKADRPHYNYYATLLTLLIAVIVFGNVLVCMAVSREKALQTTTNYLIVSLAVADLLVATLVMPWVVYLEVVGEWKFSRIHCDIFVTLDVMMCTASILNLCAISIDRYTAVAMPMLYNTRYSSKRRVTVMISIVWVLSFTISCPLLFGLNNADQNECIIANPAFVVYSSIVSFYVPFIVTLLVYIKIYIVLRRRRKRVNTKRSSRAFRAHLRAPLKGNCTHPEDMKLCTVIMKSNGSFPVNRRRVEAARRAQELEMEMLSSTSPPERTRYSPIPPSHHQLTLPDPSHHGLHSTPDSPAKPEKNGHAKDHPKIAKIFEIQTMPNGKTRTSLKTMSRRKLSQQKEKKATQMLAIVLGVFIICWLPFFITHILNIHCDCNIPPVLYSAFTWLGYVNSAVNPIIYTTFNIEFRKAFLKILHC
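Using a no-wash calcium dye in inducible, force-coupled HEK293 Trex cells expressing D2, we tracked fluorescence each second for 180 s after compound, then for 180 s after EC20 dopamine to detect augmented signalling.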
RXFP1 antagonist: qHTS Assay for Antagonists of the Relaxin Receptor RXFP1; 350,000 tested, 0.59% active; Relaxin receptor 1 (Homo sapiens), Q9HBX9; AID 1259400, 2018; activity change, negative = inhibition, % at 57.5 µM; HEK293-RXFP1, relaxin-stimulated cAMP HTRF, 30 min; stronger effect = lower value;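 active means activity change of -60% or lower, but not beyond a set lower limit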; further: on the % scale 0 is the no-effect control and ±100 the full control effect
D2 antag: HTS Assay for Allosteric Antagonists of the Human D2 Dopamine Receptor: Primary Screen for Antagonists | D(2) dopamine receptor (Homo sapiens), P14416 | HEK293 TREx D2 cells, calcium flux, dopamine EC80 | inhibition, % at 10 µM | 340,000 tested, 2% active | AID 485344, 2010; in the data active means inhibition above about 30%; further: 0% is about no effect
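Calcium flux kinetic readout in an inducible HEK293 TREx D2 line plated overnight at 30 C. After 180 s compound exposure, an EC80 dopamine challenge follows with another 180 s kinetic read to detect antagonism.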
D2 ag: HTS Assay for Allosteric Agonists of the Human D2 Dopamine Receptor: Primary Screen for Agonists; HEK293 T-REx D2 cells, calcium flux agonist mode; 340,000 tested, 0.53% active; AID 485358, 2010; D(2) dopamine receptor (Homo sapiens), P14416; activation, % at 2 µM;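 active means activation over 3 SD above normal in the single-dose calcium agonist read, cut at about 30% in these data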; further: 0% is about no effect
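Tetracycline-induced HEK293 T-REx cells with force-coupled D2 receptor, plated overnight at 30 C, loaded with no-wash calcium dye. After a 10 s baseline, compound was pin-added and calcium flux read kinetically for 180 s; calcium rises flagged agonists.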
The depositor's hits bear a star; x = not tested or not shown. Unless noted, no stated cut-off is given here; in the data, active means activation above about 30%; inactive means the rest. Not a hit list; about 7.1% have a hit in one of these screens.

nr | compound | D1 agonist | D1 potentiator | TRHR PAM | TRHR agonist | D1 antag
1 | Cc1cnc(C(=O)OCC(=O)c2csc(N3CCCCC3)n2)cn1 | 4 | 1 | 0 | -0.4 | 0
2 | O=C(NNC(=S)Nc1ccccc1C(F)(F)F)c1ccc(Br)o1 | 4 | -7 | 1 | -0.6 | -9
3 | COc1ccc(C)cc1NC(=O)CN(C)S(=O)(=O)c1cnc[nH]1 | 1 | -6 | 5 | 0.6 | -10
4 | O=C(Nc1ccccc1-c1ccccc1)c1ccccc1Br | 1 | -2 | -5 | 0.5 | 12
5 | COC(=O)c1cc2sccc2n1CC(=O)Nc1ccc(OC)c(OC)c1OC | 10 | -2 | -6 | 0.2 | -4
6 | CCN1C(=O)C(O)(CC(=O)c2ccc3c(c2)OCCO3)c2ccccc21 (centres undefined) | 5 | x | 5 | -1.1 | 4
7 | O=S(=O)(N/N=C\c1cccnc1)c1ccccc1 | 6 | -2 | -2 | -0.1 | 23
8 | COc1cc2cc(C(=O)N3CCOCC3)cc(-c3ccc(C)cc3)c2cc1OC | 4 | -4 | 11 | -0.6 | -1
9 | CSc1nnc(-c2ccccc2)n1N | 3 | 1 | 18 | 0.5 | 13
10 | Nc1nnnn1/N=C/c1ccc(Cl)cc1 | 0 | 6 | -5 | -1.0 | 0

nr | D2 potentiator | RXFP1 antagonist | D2 antag | D2 ag
1 | 4 | -1 | 9 | -1.3
2 | 1 | 5 | 10 | 0.8
3 | -4 | -9 | 8 | 0.2
4 | 2 | 1 | -13 | 0.7
5 | -13 | -5 | 3 | 0.0
6 | 11 | x | -7 | -1.5
7 | -1 | 1 | 5 | 0.4
8 | 9 | 4 | -23 | -2.0
9 | -9 | 13 | 6 | 0.3
10 | 7 | 1 | -4 | -1.8

2 entries drawn at random from the list so far, as already listed:
nr | compound | D1 agonist | D1 potentiator | TRHR PAM | TRHR agonist | D1 antag
6 | CCN1C(=O)C(O)(CC(=O)c2ccc3c(c2)OCCO3)c2ccccc21 (centres undefined) | 5 | x | 5 | -1.1 | 4
4 | O=C(Nc1ccccc1-c1ccccc1)c1ccccc1Br | 1 | -2 | -5 | 0.5 | 12

nr | D2 potentiator | RXFP1 antagonist | D2 antag | D2 ag
6 | 11 | x | -7 | -1.5
4 | 2 | 1 | -13 | 0.7

New compounds follow:
nr | compound | D1 agonist | D1 potentiator | TRHR PAM | TRHR agonist | D1 antag
11 | CSc1ccccc1C(=O)OCC(=O)N1CCN(C(C)=O)CC1 | 5 | 1 | -6 | 0.8 | 2
12 | COC(=O)c1cc(C)nc2c1c(=O)nc(SCc1ccccc1F)n2C1CC1 | 0 | -1 | 1 | -0.6 | -1
13 | O=C(NC1CCCCCC1)c1ccc(CS(=O)(=O)Cc2ccc(F)cc2)o1 | 2 | -1 | 17 | 0.3 | 4
14 | CCOC(=O)c1c(C)[nH]c(C)c1C(=O)CSc1nc2ccccc2c(=O)n1-c1ccc(Cl)cc1 | 4 | -1 | -11 | 0.0 | -3
15 | CCn1c(-c2cccn(Cc3ccccc3)c2=O)n[nH]c1=S | 1 | 0 | 1 | -0.2 | 3
16 | COC(=O)c1sccc1NC(=S)OC | 3 | -4 | 0 | -0.8 | -6
17 | O=C(O)C1C(C(=O)Nc2ccc(Cl)cc2)C2C=CC1C21CC1 (centres undefined) | 2 | -5 | -7 | 0.4 | 6
18 | COc1ccc(CNC(=O)CC2C(=O)NCCN2CC(C)(C)C)c(OC)c1 (centres undefined) | 5 | 0 | 2 | 0.4 | 9
19 | COc1ccc(C)cc1S(=O)(=O)N(CC(=O)Nc1ccc2c(c1)OCCO2)Cc1ccccc1 | 0 | -3 | -2 | 0.5 | -1
20 | CCOc1cc(NC(=S)NCCCN2CCOCC2)c(OCC)cc1NC(=O)C(C)C | 1 | -1 | 2 | 0.3 | 13

nr | D2 potentiator | RXFP1 antagonist | D2 antag | D2 ag
11 | -15 | -5 | 0 | 1.0
12 | 1 | -1 | x | -0.2
13 | -4 | 8 | -22 | -3.2
14 | -21 | 6 | 5 | 4.6
15 | 10 | -7 | -1 | -0.5
16 | 5 | -1 | 2 | 0.4
17 | -13 | 14 | -8 | 0.1
18 | 7 | 2 | -17 | 1.1
19 | 3 | -12 | 0 | 0.4
20 | -3 | 0 | -1 | 1.7

Grouped by structure, those above containing an aryl thioether with sulfur outside any ring
nr | compound | D1 agonist | D1 potentiator | TRHR PAM | TRHR agonist | D1 antag
9 | CSc1nnc(-c2ccccc2)n1N | 3 | 1 | 18 | 0.5 | 13
11 | CSc1ccccc1C(=O)OCC(=O)N1CCN(C(C)=O)CC1 | 5 | 1 | -6 | 0.8 | 2
12 | COC(=O)c1cc(C)nc2c1c(=O)nc(SCc1ccccc1F)n2C1CC1 | 0 | -1 | 1 | -0.6 | -1
14 | CCOC(=O)c1c(C)[nH]c(C)c1C(=O)CSc1nc2ccccc2c(=O)n1-c1ccc(Cl)cc1 | 4 | -1 | -11 | 0.0 | -3

nr | D2 potentiator | RXFP1 antagonist | D2 antag | D2 ag
9 | -9 | 13 | 6 | 0.3
11 | -15 | -5 | 0 | 1.0
12 | 1 | -1 | x | -0.2
14 | -21 | 6 | 5 | 4.6

Next section:
nr | compound | D1 agonist | D1 potentiator | TRHR PAM | TRHR agonist | D1 antag
21 | CN(C(=O)CCc1nnc(CCCCc2ccccc2)o1)C1CC(C)(C)NC(C)(C)C1 | 0 | 1 | -1 | -0.1 | 19
22 | COC(=O)C1CCN(Cc2cn(-c3ccccc3)nc2-c2ccc3c(c2)OCO3)CC1 | 4 | -4 | 16 | 1.7 | 8
23 | O=C(NCC(=O)N1CCOCC1)OCc1ccccc1 | 2 | 2 | -3 | -0.3 | -7
24 | CCc1ccccc1NC(=O)CSc1nc(-c2ccccc2)nn1C(=O)c1cccc([N+](=O)[O-])c1 | 3 | 1 | 9 | -0.6 | 2
25 | CCCSc1nnc2c(n1)OC(c1ccc(OCC(=O)O)cc1)Nc1ccccc1-2 (centres undefined) | 1 | -2 | -8 | 0.3 | -11
26 | CN(CC(=O)NCCN1CCN(c2ccccc2)CC1)S(=O)(=O)c1ccc2c(c1)CCC(=O)N2 | 1 | -5 | 0 | 0.2 | -20
27 | CC(=O)c1cnc2cc(C)nn2c1C | 1 | -6 | 3 | 0.0 | -6
28 | C#CC(CC)(CC)NC(=O)c1c(C)noc1C | 27 | -6 | 5 | 0.7 | 9
29 | N#C/C(=C\c1cc([N+](=O)[O-])c(N2CCCCC2)cc1N1CCCCC1)c1nn(-c2ccccc2)c(N)c1C#N | 0 | 2 | 1 | 0.4 | 3
30 | Cc1cc(=O)[nH]c2nnc(SCc3ccc(Cl)cc3)n12 | -1 | 6 | 2 | -0.9 | x

nr | D2 potentiator | RXFP1 antagonist | D2 antag | D2 ag
21 | 1 | 3 | 7 | -0.2
22 | -20 | -25 | 82* | 41*
23 | -5 | -19 | -17 | -1.4
24 | 0 | x | 3 | -0.7
25 | -6 | -3 | x | -0.5
26 | -22 | x | 75* | 82*
27 | -3 | -3 | 9 | 0.6
28 | 6 | 18 | -3 | 0.3
29 | 2 | -3 | -9 | 0.1
30 | 3 | 6 | x | 0.6

(listing goes on)
nr | compound | D1 agonist | D1 potentiator | TRHR PAM | TRHR agonist | D1 antag
31 | Cc1c(-c2ccc(Cl)cc2)[n+](=O)c2c(n1[O-])CCCC2 | 2 | -5 | -1 | 0.2 | 25
32 | Cc1ccccc1NS(=O)(=O)c1ccc(C(=O)NCC(c2ccco2)N(C)C)cc1 (centres undefined) | 9 | -4 | -1 | 0.4 | 7
33 | Cn1c(SCC(=O)N2CCN(S(=O)(=O)c3ccccc3)CC2)nc2ccccc21 | 6 | -1 | -5 | -0.4 | 6
34 | COCCCNC(=O)c1ccc(N2CCCC2)c(NS(=O)(=O)c2ccc(C)cc2)c1 | 1 | -2 | 13 | -0.6 | -21
35 | Cc1ccc(-c2noc(-c3ccc(N4CCCCC4C)c([N+](=O)[O-])c3)n2)cc1 (centres undefined) | 2 | -2 | -1 | -0.4 | -4
36 | COc1ccccc1CCCNC(=O)C1CCC(=O)N(CCc2cccc(F)c2)C1 (centres undefined) | 3 | -4 | -5 | -1.8 | 9
37 | COc1cc(NC(=S)N(C)C)c(OC)cc1Cl | 0 | -1 | 0 | 0.3 | -10
38 | O=C(O)C12CC3CC(C1)CC(n1ncc(NCc4ccccc4)c(Cl)c1=O)(C3)C2 | 2 | 2 | 7 | 0.6 | 13
39 | COc1ccc(CNc2ncccc2[N+](=O)[O-])cc1 | 0 | -5 | -5 | -0.7 | -11
40 | CN(C(=O)CSc1nnc(-c2ccccc2F)o1)c1ccccc1 | 6 | 6 | 1 | 0.2 | -4

nr | D2 potentiator | RXFP1 antagonist | D2 antag | D2 ag
31 | -10 | 2 | 2 | 0.1
32 | -9 | 10 | 20 | 0.8
33 | 12 | -14 | 26 | 0.4
34 | 15 | 18 | 2 | -0.2
35 | -8 | x | x | -1.2
36 | 12 | 0 | -4 | -2.1
37 | 1 | 3 | -3 | 0.9
38 | 1 | -7 | -18 | 0.5
39 | -5 | -7 | -9 | -1.6
40 | 4 | -5 | 6 | -0.4

The results go on:
nr | compound | D1 agonist | D1 potentiator | TRHR PAM | TRHR agonist | D1 antag
41 | Cc1ccc(NC(=O)c2ccc(NCc3ccco3)c([N+](=O)[O-])c2)cc1Cl | 3 | 0 | -4 | 1.3 | -6
42 | COc1ccc(OC)c(NC(=O)Cn2nc3c(cc2=O)CCCC3)c1 | -1 | 1 | 11 | 1.6 | 0
43 | Cc1nc(-c2ccccc2)sc1-c1ccn[nH]1 | 1 | 3 | 4 | 1.1 | -1
44 | Cc1nn(Cc2noc(C(=O)NCC3CCCO3)n2)c(C)c1Br (centres undefined) | 1 | 15 | 10 | 0.5 | -2
45 | COCCn1nnnc1C(c1ccccn1)N1CCN(c2cc(Cl)ccc2C)CC1 (centres undefined) | 0 | 1 | -2 | -0.3 | 0
46 | Cc1ccc(C(=O)Nc2nnc(C)s2)o1 | 0 | 4 | 5 | -0.1 | 0
47 | CCC(=O)N1CCN(c2ccc(NC(=O)COc3ccc(C)cc3C)cc2)CC1 | 6 | -1 | 0 | -0.2 | -20

nr | D2 potentiator | RXFP1 antagonist | D2 antag | D2 ag
41 | -3 | -13 | -2 | -0.3
42 | 3 | x | x | 0.3
43 | 10 | 0 | -5 | 0.9
44 | -7 | -6 | 11 | 1.0
45 | 2 | -4 | 12 | 0.3
46 | 1 | 12 | 2 | 0.7
47 | -16 | -3 | 4 | 1.0
